# Pf apPOL inh: Pf-apPOL DNA polymerase inhibition | Recombinant Pf-apPOL, molecular beacon fluorescence, 1.5 h | inhibition, % at 10 µM | hit rate 0.25% among 210,000 | AID 1794808
# mHTT-CaM PPI inh: disrupts binding of mutant huntingtin to calmodulin. inhibition, % at 15 µM. P42858. hit rate 3.6% among 190,000. AlphaScreen His-mHTT/GST-CaM binding, luminescence. AID 1671202;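 further: 0% = both proteins with DMSO and 100% = one protein alone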
# The depositor's hits bear a star; i = inactive; · = no result given; & = joins results of further samples. No stated cut-off is given here; in the data, active means inhibition above about 50%; inactive means the rest.
SMILES | Pf apPOL inh | mHTT-CaM PPI inh
COc1ccccc1NC(=O)c1cc2cc(Br)ccc2oc1=N | -4 | 12
Cc1ccccc1OCC(=O)N1CCN(C2=NC=CN3C2=NCC3C)CC1 (stereo unspecified) | -20 | 39
COc1ccc(-c2noc(C3CCCN(S(=O)(=O)c4ccc(C)cc4)C3)n2)cc1OC (stereo unspecified) | 0 | 1
CC12CCC(C(=O)N(c3ccc(Br)cc3)C1=O)C2(C)C (stereo unspecified) | -3 | 14
CCCc1cc(=O)oc2cc(OC)ccc12 | -12 | -3
O=C(COc1ccc2c(c1)C(=O)CC2)OCc1ccccc1 | -1&-4 | -9&-11
COc1cccc(CC(=O)Nc2ccn(-c3ccc(C#N)cc3)n2)c1 | 0 | 15
O=c1cc(O)c2c(=O)n3c4c(cccc4c2o1)CCC3 | -2 | ·
Cc1cc(Cc2cccs2)c(=O)[nH]n1 | -28 | ·
CCOc1cc2c(cc1OCC)C(C(=O)O)C(c1cc(OC)ccc1OC)N(C)C2=O (stereo unspecified) | -1 | -2
Cc1ccc(OCC(=O)Nc2cccc(-c3nnc(-c4ccco4)o3)c2)cc1C | -3 | 3
CC(C)NS(=O)(=O)c1ccc(NC(=O)c2cncc(Br)c2)cc1 | -8 | -10
O=C(NCCc1ccccn1)C1CCCN(c2nnc3ccc(C(F)(F)F)cn23)C1 (stereo unspecified) | -2 | -3
COc1ccc(-c2cc(-c3ccccc3)nc(SCC(N)=NC#N)c2C#N)cc1 | -4 | -6
CC(=O)NC(=O)c1cc2cc(Br)ccc2oc1=Nc1ccccc1C | -7 | 6
Cc1ccc(S(=O)(=O)N2CC3(C)CN(S(=O)(=O)c4ccc(C)cc4)CC(C)(C2)C3O)cc1 (stereo unspecified) | -9 | -2
COc1ccc(CN2CCCC2c2cc(C(C)C)no2)cc1O (stereo unspecified) | 2 | 16
Cc1cc(-n2nnc(C(=O)O)c2C)ccc1F | -5 | -10
CC1=CC(C)(C)N(C(=O)C(C)N2C(=O)c3ccccc3C2=O)c2ccc(C)cc21 (stereo unspecified) | -8 | 8
N#CCC[C@H]1CC[C@]2(CCCN(S(=O)(=O)c3ccccc3)C2)O1 | -7 | -12
COc1ccc(NC(=O)CN2C(=O)NC3(CCC(C(C)(C)C)CC3)C2=O)cc1 (stereo unspecified) | -7 | 3
COCCNC(=O)C(=O)NCCc1ccc(N(C)C)cc1 | -7 | 9
O=C1OC2(CCCCC2)OC(=O)C1=CNc1ccc(F)c(F)c1 | -5 | -4
Cc1[nH]c(C(=O)N2CCC(CC(=O)NC(C)c3ccccc3)CC2)c(C)c1C (stereo unspecified) | -3 | 21
Cn1cc(CC(=O)Nc2ccccc2NC(=O)c2ccccn2)c2ccccc21 | -7 | -5
O=C(O)c1ccc(Cn2nnc3ccsc3c2=O)cc1 | 1 | 3
CCOc1ccccc1N1CCN(C(=O)C2CCN(CC3CCCCC3)CC2)CC1 | -4 | 10
Cc1ccc(OCC(O)CNc2ccc(Br)c(C(F)(F)F)c2)cc1C (stereo unspecified) | -6 | ·
Cc1ccccc1C1CN(C(=O)c2cccc(Cl)c2)CC1C(=O)NCC(C)C (stereo unspecified) | -5 | 6
Cc1c(N=c2scc(-c3ccc(Cl)cc3)n2Cc2ccco2)c(=O)n(-c2ccccc2)n1C | 0 | 60*
CC(C)NC(=O)c1ccc(-c2nc(-c3cccc(F)c3)no2)cc1 | 0 | -5
NS(=O)(=O)c1ccc(NC(=O)c2ccc(=O)n(Cc3cccc([N+](=O)[O-])c3)c2)cc1 | -5 | -4
CCOc1cc([N+](=O)[O-])cc(C=Nc2ccc3oc(-c4ccc(OC)cc4)nc3c2)c1O | -5 | 19
CN1CCC(=O)N([C@H](CC#N)c2ccccc2)CC1 | -6 | 6
CN1C(=O)CCC2(CNC(=O)c3ccc4c(c3)OCO4)CCCC12 (stereo unspecified) | -9 | -4
NNC(=O)Cc1nc(-c2cnccn2)no1 | 0 | ·
Cc1cccc(C(=O)N2CCCC(C(=O)Nc3ccc(C)c(Cl)c3)C2)c1 (stereo unspecified) | -23 | 30
CC(C)c1ccc(N2CCN(CC(=O)Nc3nccs3)C2=O)cc1 | -1 | -13
Cc1onc(-c2ccccc2)c1CNC(=O)Nc1ccc(F)cc1F | -12 | ·
Cc1[nH]c(=O)[nH]c(=O)c1CC(=O)Nc1nc2ccccc2s1 | -4 | -5
Cc1ccccc1N=CC1=C(O)CC(C)(C)CC1=O | -10 | -2
O=C1C(=Cc2cc3cc(Br)ccc3o2)Oc2cc(O)ccc21 | 4 | 15
CC1CC(C)CN(CC(O)Cn2c3ccccc3c3ccccc32)C1 (stereo unspecified) | -6 | 3
N#Cc1ccccc1CO/N=C1\CCCc2nonc21 | 0 | i
COc1ccccc1N1CC(C)(C)C(=O)N=C1Sc1ccc(C(F)(F)F)cc1[N+](=O)[O-] | 5 | ·
CCc1ccc(NC(=O)c2nnn(CC(=O)Nc3cccc(C)c3C)c2N)cc1 | 7 | 0
Cc1cc(C2C(C#N)=C(N)N(c3ccc([N+](=O)[O-])cc3)C3=C2C(=O)CC(C)(C)C3)c(C)s1 (stereo unspecified) | -5 | 15
CCOc1cc(C2C3=C(CCCC3=O)Nc3ncnn32)ccc1OC(F)F (stereo unspecified) | 4 | -5
CCOc1ccc2cc(-c3ccccc3)c(=O)oc2c1 | -7 | -13
CC(=O)Nc1nc(-c2ccc(Br)cc2)nc2c1c(=O)oc1ccccc12 | -1 | 0
O=[N+]([O-])C(/C(Cl)=C(\Cl)Br)=C(/SCc1ccccc1)N1CCOCC1 | -12 | 1
Cc1cc(C)n(C(=O)CCN2C(=O)c3ccccc3C2=O)n1 | -3 | -3
CSc1nc2ccc(NC(=O)c3ccccc3C(F)(F)F)cc2s1 | 2&4 | ·
COc1ccc(/C=C2\SC(=O)N(CNc3cc(F)ccc3C)C2=O)cc1OC | 7 | 6
O=c1[nH]c2ccccc2s1 | 1 | -3
CN(C)C(=O)c1csc(N2CCN(c3ccccc3F)CC2)n1 | -6 | 8
O=C(CC1CCN(C(=O)c2ccccc2Cl)CC1)NCCN1CCCCC1 | -8 | -10
CC1CCN(c2ccc(-c3noc(CN4CCc5ccccc5C4)n3)cn2)CC1 | -8 | 10
COc1ccc(-c2coc3c4c(ccc3c2=O)OCN(Cc2ccccc2)C4)cc1 | -1 | -2
COc1cccc(NS(=O)(=O)c2cc3c(s2)CCN(C(=O)C2CC2)C3)c1 | -1 | 5

# Reprinted from the part before: four entries, then new ones.
SMILES | Pf apPOL inh | mHTT-CaM PPI inh
O=C(CC1CCN(C(=O)c2ccccc2Cl)CC1)NCCN1CCCCC1 | -8 | -10
CC1CCN(c2ccc(-c3noc(CN4CCc5ccccc5C4)n3)cn2)CC1 | -8 | 10
COc1ccc(-c2coc3c4c(ccc3c2=O)OCN(Cc2ccccc2)C4)cc1 | -1 | -2
COc1cccc(NS(=O)(=O)c2cc3c(s2)CCN(C(=O)C2CC2)C3)c1 | -1 | 5
COc1ccccc1NC(=O)C(=O)NCC1COc2ccccc2O1 (stereo unspecified) | -2 | 1
Cc1nc(-c2ccccc2)nc(SCc2c(F)cccc2Cl)c1C#N | 3 | ·
COc1ccc(OC)c(/C=C(\C#N)c2ccc(Cl)cc2)c1 | 1 | -65
Cc1ccc(CN2C(=O)CN(CC(=O)NC3CCCCC3C)C(=O)C2c2ccccc2F)cc1 (stereo unspecified) | -11 | 10
COc1cccc2c1c(NC(=O)C1CCN(C(=O)OCc3ccccc3)CC1)nn2C | -7 | ·
COc1cc(NS(=O)(=O)c2ccc(NS(=O)(=O)c3cccs3)cc2)nc(OC)n1 | 1 | -4
CCOc1ccc(S(=O)(=O)N(CCc2ccccc2)Cc2ccccn2)cc1F | -7 | -52
Cc1nc(-c2ccc(F)cc2)sc1C(=O)N1CCC(CC(=O)N2CCCC2)CC1 | -1 | 21
Cn1c(=O)c2ccnn2c2ccc(C(=O)NC3CCCCC3)cc21 | -4 | -3
COCCCNC(=O)c1cc2c(s1)CCN(C(=O)c1ccc(F)cc1)C2 | -5 | -4
COc1ccc(CC(=O)Nc2ccc(S(=O)(=O)Nc3onc(C)c3C)cc2)cc1OC | -1 | -3
COc1ccc(C(=O)/C=C/Nc2ccc(S(=O)(=O)Nc3cnc4ccccc4n3)cc2)cc1 | 6 | 6
COc1cc(C(=O)Nc2c3c(nn2-c2ccc(C)cc2C)CSC3)cc(OC)c1OC | -7 | -2
Cc1cc(C)c(S(=O)(=O)Nc2ccc(Cn3cncn3)cc2)c(C)c1 | 2 | 12
CN(C)CCC=C1c2ccccc2CCc2ccccc21 | 6 | ·
O=C(O)CN1C(=O)/C(=C2/SC(=Nc3cccc(Cl)c3Cl)NC2=O)c2ccccc21 | 2 | 19
O=[N+]([O-])c1c(Sc2ccc(C(F)(F)F)cn2)ncnc1Sc1ccc(C(F)(F)F)cn1 | -7 | ·
CCCS(=O)(=O)c1nc2ccccc2n1CC(=O)N1CCN(c2ccccc2)CC1 | 1 | -9
CCCn1c(C2CCN(C(=O)Nc3ccc(F)cc3)C2)nc2cccnc21 (stereo unspecified) | -6 | 3
Cc1ccc(NC(=O)c2cc3n(n2)CCCC3)c(F)c1 | 1 | -7
Clc1ccc(SCCc2ccncc2)cc1Cl | -2 | 26
CCC(=O)Nc1cccc(-c2noc(C3CCN(C(=O)c4ccc(C)cc4C)CC3)n2)c1 | 0 | 3
CN1CCN(Cc2c(O)ccc3c2OC(=Cc2c[nH]c4ccccc24)C3=O)CC1 | -10 | -1
Brc1ccc(C2=CSC(c3ccccc3)=NN2)cc1 | -7 | 13
CC(C)c1cc(C(=O)NC2CC2)nc2cc(-c3cccs3)nn12 | 1 | -88
O=C(Cc1cccnc1)N1CCn2c(nnc2-c2ccccc2)C1 | -1 | -1
O=C(Cc1ccccc1)Nc1ccc(Cl)cc1 | 4&-3 | ·
Brc1c(NC2=NCCN2)ccc2nccnc12 | 2 | ·
CS(=O)(=O)N1CCCC(C(=O)Nc2ccc3c(c2)C(=O)NC3=O)C1 (stereo unspecified) | -1 | -17
O=C1OC(=C2c3ccccc3-c3ccccc32)c2ccccc21 | · | -6
COc1ccc(C)cc1NC(=O)C(=O)NCc1ccccn1 | 19 | -9
COc1cc(C=Nc2c(C)n(C)n(-c3ccccc3)c2=O)cc([N+](=O)[O-])c1O | 6 | 3
O=C(NCCc1c[nH]c2ccccc12)c1cc2nc(-c3ccco3)cc(C(F)(F)Cl)n2n1 | -2 | 76*
COc1ccc(N(CC(=O)NC2CC3CCC2C3)S(=O)(=O)c2ccccc2)cc1 (stereo unspecified) | 8 | 0
Cc1cc(C)n(CCNC(=O)c2ccc(N3CCOCC3)nn2)n1 | -6 | -13
O=C(O)C1CCCCC1C(=O)NCCC1=CCCCC1 (stereo unspecified) | -4 | -2
Cc1noc(C)c1S(=O)(=O)N1CCC(CC(=O)NCc2ccccn2)CC1 | 3 | 15
Cc1ccc(C(C)C)c(OCC(=O)Nc2ncc(S(=O)(=O)c3ccc([N+](=O)[O-])cc3)s2)c1 | 1 | 22
Cc1cc(-c2ccc(/C=C3\SC(=N)NC3=O)o2)ccc1[N+](=O)[O-] | -5 | 25
Cc1cc(C)n(S(=O)(=O)c2ccc(I)cc2)n1 | -8 | -4

# The final five records of the section above lead into the next:
compound	Pf apPOL inh	mHTT-CaM PPI inh
O=C(O)C1CCCCC1C(=O)NCCC1=CCCCC1 (stereo unspecified)	-4	-2
Cc1noc(C)c1S(=O)(=O)N1CCC(CC(=O)NCc2ccccn2)CC1	3	15
Cc1ccc(C(C)C)c(OCC(=O)Nc2ncc(S(=O)(=O)c3ccc([N+](=O)[O-])cc3)s2)c1	1	22
Cc1cc(-c2ccc(/C=C3\SC(=N)NC3=O)o2)ccc1[N+](=O)[O-]	-5	25
Cc1cc(C)n(S(=O)(=O)c2ccc(I)cc2)n1	-8	-4
O=C1CCN(Cc2ccc(Br)cc2)CCN1[C@H](CO)c1ccccc1	-15	15
CC(NC(=O)c1cccc([N+](=O)[O-])c1)c1ccc2c(c1)OCCO2 (stereo unspecified)	-6	0
CC(=O)NCc1csc(C2CCCN(S(=O)(=O)c3ccc4c(c3)OCCO4)C2)n1 (stereo unspecified)	-3	7
COc1ccc(CCN2CC(=O)N3CCCC(C4=CC(=O)C=CC4=O)=C3C2=O)cc1OC	2	21
Cc1ccc(NC(=O)N2CCN(C(C(=O)N3CCCCC3)C3CCCC3)CC2)cc1 (stereo unspecified)	-2	-1
Cc1cc(Br)ccc1NC(=O)Cc1csc(Nc2ccc(Cl)cn2)n1	-8	14
Oc1ccc(Br)cc1C=Nc1cc(C(F)(F)F)ccc1Cl	3	·
Cc1[nH]nc2c1C(c1ccc(Br)s1)C(C#N)=C(N)O2 (stereo unspecified)	·	-2
O=C(OCC#CCOC(=O)c1ccccc1)c1ccccc1	-3	·
CCCCC(CC)CNC(=O)C1CCC(Cn2c(=O)[nH]c3ccsc3c2=O)CC1 (stereo unspecified)	-5	-2
O=C(Nc1ccc2nc(SCC(=O)N3CCOCC3)sc2c1)c1ccccc1[N+](=O)[O-]	-1	27
Cc1nc(Oc2ccc(F)cc2)c(C(=O)O)c(C)c1Cl	-7	-6
c1cnn(-c2ccc(-c3noc(C4CCCC4)n3)cn2)c1	2	-38
COc1ccc(-c2noc(C3CCCN3C(=O)c3cccc(N(C)C)c3)n2)cc1 (stereo unspecified)	6	5
COc1cccc(C2C(C(=O)Nc3nc4ccccc4s3)=C(C)NC3=C2C(=O)CCC3)c1OC (stereo unspecified)	-1	-28
CCCC1CCC(C2=N/C(=C/c3ccc4c(c3)OCO4)C(=O)O2)CC1 (stereo unspecified)	-2	2
Cn1nnc2c(N3CCN(C(=O)c4c(F)cccc4Cl)CC3)ncnc21	-4	-12
Cc1nnc(-c2cccn2CC(=O)N2CCC(C)CC2)o1	-4	-4
Cc1ccc(CN2C(=O)NC3(CCN(C(=O)c4ccc(N(C)C)cc4)CC3)C2=O)cc1	-7	17
O=C(NC1CCCC1)c1cc(N2CCSCC2)nc2ccccc12	-1	-12
COc1cc(-c2noc(C)c2C#CCCN2C(=O)c3ccccc3C2=O)cc(OC)c1OC	0	-1
Cc1ccc(-c2nc3ncccc3o2)cc1NC(=O)c1ccc(-c2ccccc2[N+](=O)[O-])o1	-4	38

# Not all compounds are listed; rates above refer to the full screens.
